KCC2 mod: modulates chloride dependent transport by human KCC2; hit rate 2.2% among 190,000; Q9H2X9; B-score of Tl+ flux slope (higher = more flux/activation; lower = inhibition) at 10 µM; KCC2 cells, thallium flux FluoZin-2 fluorescence;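 active = thallium flux slope and its plate-corrected score both differing from the plate sample mean at a set confidence after two filtering rounds, in either direction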;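 note: slope of fluorescence scaled to starting intensity during 10 to 20 s after thallium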
PERK inhibitor: blocks human PERK kinase; Q9NZJ5; CHO PERK-DD fusion, SEAP luminescence translation reporter; inhibition, % at 5.6 µM; hit rate 0.17% among 220,000;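 active = inhibition above the mean inhibition of all tested compounds plus 3 SD, set separately per screening campaign, cut at about 2.9% in these data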;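 note: PERK kinase domain activated by AP20187 dimerizer at 100 nM; 0% = DMSO with dimerizer and 100% = rapamycin at 8.4 µM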
FXIIa inh: inhibitors of human coagulation factor XIIa; P00748; purified FXIIa, Boc-QGR-AMC fluorogenic substrate, 2 h; inhibition, % at 5 µM; hit rate 0.3% among 220,000; AID 800; in the data active = inhibition above about 40%;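 note: 0% = enzyme with no compound and 100% = blank without enzyme; many of its hits are not listed in these tables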
Target sequence (P00748 20-372 limits assumed): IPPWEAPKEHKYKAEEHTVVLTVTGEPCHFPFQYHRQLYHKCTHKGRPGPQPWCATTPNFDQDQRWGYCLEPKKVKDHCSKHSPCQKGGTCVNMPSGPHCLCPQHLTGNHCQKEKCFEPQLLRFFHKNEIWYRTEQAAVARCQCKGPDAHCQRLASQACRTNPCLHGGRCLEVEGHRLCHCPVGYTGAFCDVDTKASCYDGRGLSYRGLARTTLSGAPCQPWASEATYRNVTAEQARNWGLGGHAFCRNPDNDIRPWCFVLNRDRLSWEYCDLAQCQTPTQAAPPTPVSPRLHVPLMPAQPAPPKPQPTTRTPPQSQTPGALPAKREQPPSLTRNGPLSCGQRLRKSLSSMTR
Target sequence (P00748 373-615 limits assumed): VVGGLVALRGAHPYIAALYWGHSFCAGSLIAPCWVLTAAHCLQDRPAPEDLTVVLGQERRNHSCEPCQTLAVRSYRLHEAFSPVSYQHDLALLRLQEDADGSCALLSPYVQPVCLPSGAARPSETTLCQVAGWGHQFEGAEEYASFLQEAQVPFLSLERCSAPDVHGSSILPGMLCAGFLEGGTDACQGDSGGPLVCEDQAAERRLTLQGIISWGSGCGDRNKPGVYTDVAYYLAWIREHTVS
Calpain2 inh: blocks pig calpain II enzyme activity; purified calpain II, fluorogenic peptide substrate, 30 min; inhibition, % at 16 µM; hit rate 0.37% among 220,000;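 active = inhibition above about 50%, limit read from the data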
Thrombin inh: blocks human thrombin protease activity. hit rate 0.26% among 220,000. alpha-thrombin, Boc-VPR-AMC fluorogenic substrate cleavage. inhibition, % at 5 µM. P00734;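 active = inhibition at or above 40%; inactive = inhibition below 40%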;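 note: 0% = enzyme with no compound and 100% = wells without enzyme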
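signal = AMC fluorescence, 355/460 nm | material = human alpha-thrombin enzyme | control set = enzyme without compound as high, wells lacking enzyme as low | times = reaction at room temperature | read-out basis = percent inhibition scaled between no-compound controls and no-enzyme blanks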
Furin inh: blocks human furin protease activity. hit rate 0.061% among 220,000. purified furin, fluorogenic substrate cleavage. inhibition, % at 30 µM; in the data active = inhibition above about 25%; note: inactives centre near -15
FXIa inh: factor XIa (human) inhibition; P03951; purified FXIa, Boc-Glu-Ala-Arg-AMC fluorogenic substrate; inhibition, % at 5 µM; hit rate 0.14% among 220,000;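 active = inhibition of at least 40%; inactive = inhibition below 40%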;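 note: fluorescence of freed AMC excited at 355 nm; 0% = enzyme without compound and 100% = no enzyme blank; many of its hits are not listed in these tables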
Rad51 HR inh: Rad51 (human) homologous recombination inhibition; hit rate 0.085% among 200,000; hRad51 DNA strand exchange, fluorescence dequenching; Q06609; inhibition, % at 10 µM; AID 1385;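 active = inhibition above 40% at the single screening dose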;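 note: 0% = DMSO control wells and 100% = blanks with heterologous ssDNA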
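Material: human Rad51–ssDNA filaments; Probe or stimulus: labelled 47-mer dsDNA for strand exchange; Doses: single 10 µM dose; Incubation: 37 °C 15-min filament assembly, 30-min compound preincubation, 15-min exchange; Technique: FRET fluorescence dequenching, excitation 485 nm, emission 520 nm; Measure: Fluorescence-based percent inhibition, control- and blank-normalised; Benchmarks: plate control and blank wells.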
KLK5 inh: inhibitors of human kallikrein 5; Q9Y337; recombinant hK5, fluorogenic AMC substrate cleavage; inhibition, % at 5 µM; hit rate 0.59% among 210,000;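 active = inhibition of 40% or more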;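 note: 0% = enzyme controls without compound and 100% = no-enzyme blanks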
Target sequence (Q9Y337 67-293 limits assumed): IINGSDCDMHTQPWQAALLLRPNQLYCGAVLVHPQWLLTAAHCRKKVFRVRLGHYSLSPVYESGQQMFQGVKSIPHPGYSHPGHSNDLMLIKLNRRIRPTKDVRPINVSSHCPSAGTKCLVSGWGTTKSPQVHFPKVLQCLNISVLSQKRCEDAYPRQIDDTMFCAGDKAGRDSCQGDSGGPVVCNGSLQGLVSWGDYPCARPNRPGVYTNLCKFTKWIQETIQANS
Active calls of the source: *; i = inactive; . = no result given; [ ] = another dose, or the depositor's remark. Not all compounds are listed; count on the stated rates, not on these rows.

Values run as follows: KCC2 mod | PERK inhibitor | FXIIa inh | Calpain2 inh | Thrombin inh | Furin inh | FXIa inh | Rad51 HR inh | KLK5 inh
1	CCC(c1nnnn1CCC(C)C)N1CCC(C(N)=O)CC1 (stereo not drawn)
    . | 0.0 | -4 | -8 | -6 | -7 | -9 | 6 | 0
2	Cc1ccc(NC(=O)C(C)Sc2nnc(-c3cccnc3)o2)cc1 (stereo not drawn)
    . | 0.7 | 3 | -31 | -4 | -20 | -3 | 0 | -16
3	Cc1ccc(Cc2cnc(N3C(=N)SC(C)C3=O)s2)cc1 (stereo not drawn)
    11* | 0.3 | -7 | -20 | -1 | -3 | -6 | 6 | -34
4	Cc1ccccc1C(=O)Nc1ccc(Br)c(C)n1
    -0.46 | -0.1 | 7 | 19 | -13 | -16[20 µM] | -6 | . | -19
5	COc1ccccc1C(OC(=O)c1ccco1)C(=O)NC(C)(C)C (stereo not drawn)
    . | -0.9 | 7 | -14 | -3 | -14 | 2 | 5 | 0
6	Cc1cccc2sc(N(CCCN(C)C)C(=O)COc3ccc(Cl)cc3)nc12
    0.47 | 0.0 | 8 | 36 | 3 | -12 | 2 | -4 | -8
7	COc1cc(S(=O)(=O)NCCN2CCOCC2)c(OC)cc1Cl
    0.71 | 1.0 | 2 | 8 | -4 | -7[20 µM] | 1 | 4 | 5
8	CC(C)(C)C(=O)C(Cl)C(=O)Nc1ccccc1 (stereo not drawn)
    0.18 | 0.3 | 2 | -24 | -5 | -13 | -5 | 23 | -1
9	COc1ccc(CC(=O)OCC(=O)Nc2cccnc2Cl)cc1OC
    1.2 | 0.0 | 10 | 8 | 3 | -20 | 5 | 8 | 4
10	COc1cccc(-n2nnnc2SCC(=O)Nc2nc3c(s2)CCCC3)c1
    0.28 | -0.7 | 10 | -28 | 1 | -12[20 µM] | 3 | -12 | -6
11	O=C(NCc1ccco1)C1CCN(S(=O)(=O)Cc2ccccc2)CC1
    0.29 | -0.8 | 0 | -11 | -5 | -15[20 µM] | -3 | -15 | -9
12	CC(=O)Nc1cccc(OCCCNS(=O)(=O)c2ccc(F)cc2)c1
    -0.96 | 0.9 | 7 | 2 | -1 | -13 | -1 | 3 | -5
13	COc1ccc(-c2cc(C(F)(F)F)c3c(=O)n(-c4ccccc4)[nH]c3n2)cc1
    -5.2* | 0.5 | 15 | 9 | 2 | -24[20 µM] | 1 | 7 | 4
14	O=C(c1cc(C2CC2)on1)N1CCN(C(c2ccccc2)c2ccccc2)CC1
    0.87 | 1.6 | 13 | -44 | -3 | -19 | 5 | 4 | -21
15	O=C(C=C1SCCS1)/C=C/c1ccco1
    0.29 | 1.3 | -2 | -3 | -2 | 5[20 µM] | -6 | . | 8
16	COc1ccc(N2C(=O)CC(NNc3ncc(Cl)cc3Cl)C2=O)cc1 (stereo not drawn)
    . | 0.3 | 11 | -43 | 6 | -30 | 1 | -1 | -9
17	COCCOC(=O)N/C=C\c1nc2ccccc2c(=O)[nH]1
    -1.2 | 0.2 | 7 | 20 | 0 | 0 | 6 | . | -9
18	S=C(Nc1ccccc1)N1CCn2c(nc3ccccc32)C1
    -1 | 1.5 | 2 | -5 | -2 | -30 | 0 | -8 | -12
19	S=C(NCC1CCCO1)Nc1ccc(Cl)cc1Cl (stereo not drawn)
    0.56 | 0.9 | 14 | 4 | 3 | -10 | 10 | . | -3
20	Cc1cc([N+](=O)[O-])nn1CC(=O)Nc1nccs1
    0.053 | 0.3 | 10 | -13 | -2 | -4 | 2 | 1 | -23

New compounds follow.
Values run as follows: KCC2 mod | PERK inhibitor | FXIIa inh | Calpain2 inh | Thrombin inh | Furin inh | FXIa inh | Rad51 HR inh | KLK5 inh
21	Cc1ccc(NC(=O)CSc2nnc(Cc3ccccc3)o2)cc1
    -2.8 | 1.0 | 3 | 3 | 1 | -11 | -7 | 0 | 8
22	O=C(c1ccccc1F)N1CCCC(C(=O)N2CCN(c3ccccc3)CC2)C1 (stereo not drawn)
    1.4 | -0.9 | 8 | 1 | -1 | -13 | 1 | -9 | 2
23	C#CCCOC(=O)Nc1ccccc1
    -0.88 | 0.5 | 13 | 12 | 6 | -4 | 15 | -1 | 7
24	Cn1cc(/C=N/NC(=O)c2cccc([N+](=O)[O-])c2)c2ccccc21
    -0.14 | 0.3 | 13 | 19 | -2 | -17 | 6 | 4 | 3
25	CC(C)NC(=O)C1CCN(C2CCN(Cc3cn[nH]c3-c3ccccc3)CC2)CC1
    -0.66 | 0.5 | 4 | -2 | -9 | -23 | 2 | 7 | -2
26	CCCC1=NN(c2ccc([N+](=O)[O-])cc2)C(=O)/C1=C\N(C)C
    1.5 | 1.5 | 10 | 17 | 1 | 7 | 17 | 24 | -6
27	COc1ccc2oc(C(=O)OCC(=O)/C(C#N)=C(\C)N)c(C)c2c1
    0.27 | 1.0 | 11 | -26 | 0 | -20 | -5 | 1 | -3
28	O=C(NC1CCCCNC1=O)c1ccc(Cl)cc1 (stereo not drawn)
    -0.077 | 0.8 | 11 | 1 | -4 | -25 | -2 | -10 | 4
29	CCn1nnnc1SCC(=O)N1CCOCC1
    -1.1 | 0.9 | 5 | -3 | -1 | -5[20 µM] | -11 | 1 | -21
30	Clc1ccc2nc(CN3CCCc4ccccc43)cn2c1
    . | 0.0 | 6 | 7 | -6 | -17 | 2 | -4 | 2
31	CC(C)CC(=O)NC(NC(=S)Nc1cccc2cccnc12)C(Cl)(Cl)Cl (stereo not drawn)
    0.085 | -0.9 | 13 | 2 | -12 | -20[20 µM] | -4 | -1 | -12
32	O=c1cc(-c2ccccc2)[nH]c2cc(Cl)ccc12
    0.38 | 1.5 | 17 | -14 | 0 | -15 | 9 | 4 | -7
33	Cc1ccc2c(c1C)NC(=O)C21N2CCCC2C(C(=O)c2ccc3ccccc3c2)C12C(=O)Nc1ccccc12 (stereo not drawn)
    -0.72 | -0.2 | 15 | -77 | 3 | -18 | 3 | 30 | 4
34	CCOC(=O)CON1C(=O)C(C)(C)N(OCC(=O)OCC)C(=O)C1(C)C
    . | 1.3 | 23 | -10 | -10 | -23 | 7 | -7 | -17
35	COc1ccc(CCNC(=O)Nc2ccc([N+](=O)[O-])cc2)cc1OC
    -0.29 | -0.1 | 8 | -6 | -2 | -14 | 4 | 4 | 1
36	CCOc1cc(/C=N/NC(=O)c2cccnc2)ccc1OCC(=O)N(C)C
    -0.51 | 0.5 | 1 | 8 | -14 | -27 | -2 | 4 | -3
37	COC(=O)c1[nH]c2cc(OC)ccc2c1NC(=O)CCN1CCN(Cc2ccc3c(c2)OCO3)CC1
    . | -2.0 | -5 | -6 | -10 | 4 | -6 | -1 | -2
38	CC(C)(C)OC(=O)N1CC(O)CC1C(=O)OCC(=O)c1ccccc1 (stereo not drawn)
    1.3 | 0.2 | 17 | -19 | 3 | -24[20 µM] | 8 | 4 | -11
39	Cc1cc(C)c2[nH]c(=O)c(CN(Cc3ccco3)C(=S)NCC3CCCO3)cc2c1 (stereo not drawn)
    1.4 | -0.3 | 14 | -18 | -6 | -10 | 2 | 6 | -12
40	CCN1CCN(CNC(=O)c2cnccn2)CC1
    . | 1.9 | 10 | -9 | -5 | -30 | -3 | 4 | -5

New compounds follow:
Values run as follows: KCC2 mod | PERK inhibitor | FXIIa inh | Calpain2 inh | Thrombin inh | Furin inh | FXIa inh | Rad51 HR inh | KLK5 inh
41	CCOc1ccc(NS(=O)(=O)c2ccc3[nH]c(=O)c(=O)[nH]c3c2)cc1
    -0.58 | 0.7 | 8 | -20 | 2 | -2 | 4 | 8 | 1
42	O=C(N/N=C/C=C/c1ccccc1)c1n[nH]c2c1CCC2
    0.48 | -0.1 | -1 | -31 | -3 | -10[20 µM] | -1 | . | -6
43	COCCN1C=C(C(=O)OC)C(c2ccccc2C(F)(F)F)C(C(=O)OC)=C1
    . | -0.9 | 3 | i | -1 | -38[20 µM] | -6 | . | -36
44	COc1ccc(S(=O)(=O)N/N=C/c2ccc(OCCN3CCOCC3)c(OC)c2)cc1
    0.29 | 0.5 | 16 | -13 | -1 | -12 | 8 | 13 | -12
45	Cc1ccc(CC(=O)NCc2ccc(F)cc2)cc1
    -0.036 | 0.4 | 9 | -19 | 5 | -22 | 0 | 33 | -2
46	COc1cc(-c2csc(CCn3nc(C)cc3C)n2)cc(OC)c1OC
    0.34 | -0.1 | 10 | 0 | 12 | -22 | -1 | 17 | 2
47	O=C(NCc1ccc(Cl)cc1)c1cc2ccccn2n1
    0.13 | 0.8 | -10 | 15 | -2 | -28 | -1 | -1 | -11
48	O=C(/C=C/c1ccccc1)N(Cc1ccc(Cl)cc1)C1CCS(=O)(=O)C1 (stereo not drawn)
    -2.6 | -2.2 | 20 | 8 | 7 | -3 | 8 | 7 | 6
49	CC(=O)Nc1ccccc1NC(=O)c1cc(C)ccc1C
    0.035 | -0.3 | . | -22 | -6 | -14 | -8 | 3 | -5
50	CCc1ccc(N2C(=O)CN(Cc3cccs3)C2=S)cc1
    0.65 | -0.3 | 5 | -27 | -7 | -20 | -1 | 5 | 2
51	NC(=O)COC(=O)c1ccccc1SCC(=O)NC1CCCCCC1
    1.1 | 0.6 | 5 | 4 | -3 | -24 | 1 | -2 | -2
52	COc1ccc2c(C)cc(C)nc2n1
    0.0077 | 1.1 | 16 | -4 | 1 | -11 | -3 | 8 | -2
53	CNC(=O)COC(=O)c1ccccc1Oc1ccccc1
    2.1 | 0.0 | 10 | 9 | -2 | 1[20 µM] | -3 | -7 | -4
54	CC(=O)n1cc([C@H]2C=C(C(=O)NCc3ccccc3)O[C@@H](OCc3ccc(CO)cc3)C2)c2ccccc21
    -2.8* | -0.8 | 2 | 9 | -6 | 2 | -2 | -5 | 4
55	CCOC(=O)C1CCN(C(=O)c2cc(C(C)(C)C)nn2Cc2ccccc2)CC1
    -0.12 | -0.9 | 1 | -10 | -2 | -4 | -6 | 4 | -6
56	CCCC(=O)Nc1ccc(Br)cn1
    1.8 | -0.2 | 9 | 11 | 2 | -1[20 µM] | 3 | -5 | 2
57	Cn1c(C(C)(O)C(O)c2ccccc2)nc2ccccc21 (stereo not drawn)
    -0.0078 | 0.9 | 8 | -6 | -2 | -24 | 1 | 3 | -13
58	COC(=O)/C(=C/c1ccco1)NC(=O)c1ccccc1
    0.051 | 1.1 | 3 | -1 | -3 | -19 | 3 | 7 | -10
59	Nn1c(SCC(=O)Nc2ccccc2)nnc1-c1cccnc1
    0.21 | 1.2 | 3 | -41 | -4 | -9[20 µM] | -7 | 1 | -26
60	Cc1ccccc1NC(=S)N=Nc1c(O)n(C)c2ccc(S(=O)(=O)N3CCOCC3)cc12
    15* | -1.7 | 11 | -7 | 16 | -17 | 6 | -24 | -14
61	CN(C)C(=O)C1CC(=O)OC12CCCCC2 (stereo not drawn)
    -1.1 | 0.4 | 6 | 0 | -7 | -7 | -2 | . | 1
62	Cc1nc2oc(C(=O)c3ccc(Br)cc3)c(N)c2c2c1COC(C)(C)C2
    -0.57 | 0.2 | 6 | -68 | -3 | -6 | -5 | -6 | -18
63	CCOC(CNC(=O)c1cccn2c(=O)c3cc(Cl)ccc3nc12)OCC
    -0.011 | 0.0 | 2 | -384 | -4 | -4[20 µM] | -7 | . | -3

Ordered by the number under PERK inhibitor (smallest number first): some entries from above
# | Molecule | PERK inhibitor
43 | COCCN1C=C(C(=O)OC)C(c2ccccc2C(F)(F)F)C(C(=O)OC)=C1 | -0.9
56 | CCCC(=O)Nc1ccc(Br)cn1 | -0.2
51 | NC(=O)COC(=O)c1ccccc1SCC(=O)NC1CCCCCC1 | 0.6
